Source: PubChem
PKM2 activator = increases activity of human pyruvate kinase M2; actives 0.34% (n = 260,000); Potency, µM (series often up to 57.5 µM), for the others: at the top dose activation, actives largely listed as activators; purified PKM2, Kinase-Glo ATP luminescence, activation; response scale: 0% is enzyme alone, no compound; P14618; AID 1631; also: potency is read from the fitted curve at half-maximal effect; % is scaled to controls: 0 for no effect and ±100 for the full control effect; nearly all actives have a fitted effect of over 55% in size
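Purified hPK-M2 (>95% pure) converted ADP (0.1 mM final) to ATP with 0.5 mM PEP in 50 mM imidazole pH7.2, KCl, MgCl2, Tween 20, BSA; 1 h at room temperature. ATP detected by Kinase-Glo luminescence.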
S-ASM inh = inhibitors of human secretory acid sphingomyelinase; actives 0.006% (n = 340,000); Potency, µM (series often up to 57.5 µM), inactives show at the top dose activity change, negative = inhibition, usual class: inhibitors; placental ASM, HMU-PC fluorogenic substrate, 60 min; AID 504937; also: potency is read from the fitted curve at half-maximal effect
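Human placenta-derived ASM enzyme was preincubated with compound for 10 minutes at room temperature, then given fluorogenic substrate HMU-PC0 (9 uM final) for 60 minutes at 37 °C; a pH 10 stop preceded fluorescence reading at Ex 386/Em 447 nm.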
Coupling enz = coupling enzyme interference in Giardia aldolase counter-screen | coupling enzyme system counterscreen, AmpLite Red fluorescence | AID 2472 | actives 0.67% (n = 290,000) | activity change, negative = inhibition, % at 58.2 µM, hits read low; in the data active = activity change below about -30%; also: % is scaled to controls: 0 for no effect and ±100 for the full control effect
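Counterscreen of the coupled detection system alone, without aldolase: glyceraldehyde-3-phosphate coupling enzymes plus AmpLite Red readout. Compounds at 57.5 uM final, 10 min RT preincubation, 20 min RT reaction, fluorescence 525/598 nm.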
Tb PFK inh = blocks T. brucei phosphofructokinase | O15648 | T. brucei PFK, ADP-Glo luminescence | Potency, µM (top dose mostly 57.5 µM), inactives show at the top dose activity, negative = inhibition, usual class: inhibitors | actives 0.17% (n = 330,000) | AID 485367;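 also: potency is read from the fitted curve at half-maximal effect; 0% = uninhibited 1x PFK enzyme wells and -100% = no-enzyme wells; nearly all actives have a fitted effect of over 60% in size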
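Compounds were pin-transferred as a titration series up to 57 uM into substrate buffer (0.5 mM F6P, 0.1 mM ATP, pH 8.0), then 1.25 nM PFK was added and reactions ran 45 min before ADP-Glo detection.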
PTAP TSG101 blk = blocks PTAP/TSG101 interaction to inhibit HIV-1 budding | Q99816 | Fluorescence polarization, FITC-PTAP peptide / Tsg101 binding | Potency, µM (top dose mostly 115 µM), without a hit: top-dose activity change, negative = inhibition, most hits filed as inhibitors | 340,000 tested, under 10 active; active = well fitted inhibition curve with a large enough effect in the main read-out, with a control signal flat, not every such curve was filed as active; inconclusive = small, poorly fitted or top-dose-only effect, or effect the other way, or a change in a side signal; inactive = no such curve, though single readings can be large or run the other way; also: potency is read from the fitted curve at half-maximal effect; % of control where 0% means no effect
Target sequence (Q99816 whole entry, looked up): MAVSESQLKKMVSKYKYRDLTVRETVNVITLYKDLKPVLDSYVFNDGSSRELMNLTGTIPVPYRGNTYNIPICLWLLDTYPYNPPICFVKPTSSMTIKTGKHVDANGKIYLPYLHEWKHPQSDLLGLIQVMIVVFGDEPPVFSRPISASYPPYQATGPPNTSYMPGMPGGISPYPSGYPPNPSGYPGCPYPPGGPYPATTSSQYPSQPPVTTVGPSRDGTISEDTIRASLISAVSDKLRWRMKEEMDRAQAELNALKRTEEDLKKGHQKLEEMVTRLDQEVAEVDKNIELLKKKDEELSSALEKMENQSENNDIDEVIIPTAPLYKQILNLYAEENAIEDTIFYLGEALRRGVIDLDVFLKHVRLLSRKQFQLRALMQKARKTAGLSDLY
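Fluorescence anisotropy tracks displacement of a FITC-tagged PTAP peptide (50 nM) from the Tsg101 binding domain (10 uM), following a 20 min room-temperature incubation at pH 7.5.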
Giardia kill = kills Giardia lamblia. Giardia lamblia trophozoite viability. activity change, % at 7.66 µM, hits read low. actives 0.15% (n = 340,000); in the data active = activity change below about -80%; inconclusive = between about -30% and that limit;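 also: parasites exposed to compound for two days anaerobically before the ATP read; % is scaled to controls: 0 for no effect and ±100 for the full control effect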
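Compounds were tested on trophozoites seeded at 100 cells/well and held 48 hrs at 37 deg C anaerobically. An ATP-based luminescent kit measured the remaining live cells.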
BCR signal inh = blocks chronic active B-cell receptor signaling. ABC-DLBCL IkBa-CBG/CBR reporter, luminescence ratio, 4 h. Potency, µM (doses to about 46.1 µM), for inactives: at the highest dose ratio change, negative = lower green/red ratio, usual class: inhibitors. actives 0.05% (n = 340,000); active = well fitted inhibition curve with a large enough effect in the signal ratio, with a control signal flat, not every such curve was filed as active; inconclusive = small, poorly fitted or top-dose-only effect, or effect the other way, or a change in a side signal; the % refers to the signal ratio;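 also: potency is read from the fitted curve at half-maximal effect; plate controls were basal doxycycline-induced cells for no effect and cells given 10 µM MG132 for full effect; MG132 reads +100%, hits lower the ratio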
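Cell line TMD8 (human ABC DLBCL), stably expressing tet-inducible CBG68-IkBa fusion and CBR; IMDM/0.5% FBS; cpd up to 46 uM; dox induction, 4 h, 37C/5% CO2; dual luminescence; green/red ratio; MG132 control.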
B2AR arrestin = agonists driving beta-arrestin recruitment to human beta2-adrenergic receptor; beta-arrestin recruitment to beta2AR, cell-based reporter; P07550; Potency, µM (series often up to 46.1 µM), for the others: top-dose activation, most hits filed as activators; actives 0.02% (n = 330,000);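 also: potency is read from the fitted curve at half-maximal effect; 0% = DMSO controls and full agonism = EC100 isoproterenol or metaproterenol; nearly all actives have a fitted effect of over 65% in size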
Target sequence (P07550 whole entry, looked up): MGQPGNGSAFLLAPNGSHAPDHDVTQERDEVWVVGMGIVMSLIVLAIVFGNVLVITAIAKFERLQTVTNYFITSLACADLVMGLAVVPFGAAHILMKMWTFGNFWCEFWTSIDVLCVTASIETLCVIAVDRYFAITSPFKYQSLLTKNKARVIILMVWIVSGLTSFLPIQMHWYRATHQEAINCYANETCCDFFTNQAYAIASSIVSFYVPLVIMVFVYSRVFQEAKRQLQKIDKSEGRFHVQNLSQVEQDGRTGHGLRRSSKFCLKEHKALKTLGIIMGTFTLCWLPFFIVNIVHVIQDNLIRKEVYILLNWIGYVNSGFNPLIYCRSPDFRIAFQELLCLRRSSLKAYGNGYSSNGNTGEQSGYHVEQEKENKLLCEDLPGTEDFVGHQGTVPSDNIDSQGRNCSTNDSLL
GALK inh = blocks human galactokinase activity; Potency, µM (highest dose often 57.5 µM), without a hit: top-dose activity change, negative = inhibition, usual class: inhibitors; actives 0.007% (n = 270,000); P51570; AID 1868; Purified GALK, Kinase-Glo residual ATP luminescence; also: potency is read from the fitted curve at half-maximal effect; % is scaled to controls: 0 for no effect and ±100 for the full control effect
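Compounds were pin-transferred into ATP buffer (35 uM final), then GALK plus galactose (5 nM, 100 uM final) was added. After 1 h at room temperature, Kinase-Glo Plus was added and luminescence read after 10 min.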
Menin-MLL TR inh = menin-MLL binding inhibition, Texas Red mutant peptide. Potency, µM (series often up to 61.6 µM), inactives show at the top dose FP activity change, negative = inhibition, actives largely listed as inhibitors. actives 0.23% (n = 270,000). Menin + Texas Red MLL mutant peptide, fluorescence polarization. O00255; active = well fitted inhibition curve with a large enough effect in the polarisation, with a control signal flat, not every such curve was filed as active; inconclusive = small, poorly fitted or top-dose-only effect, or effect the other way, or a change in a side signal; inactive = no such curve, though single readings can be large or run the other way; the % refers to the polarisation; also: potency is read from the fitted curve at half-maximal effect; % of control where 0% means no effect; many of its hits are not listed in these tables
Integrin act MD = integrin-mediated muscular dystrophy alleviation activation. alpha7betagal myoblasts, beta-gal FDG fluorescence, 48 h. Potency, µM (doses to about 38.3 µM), for the others: top-dose activation, hits mostly activators. actives 0.064% (n = 350,000). AID 624291;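 also: potency is read from the fitted curve at half-maximal effect; 100% = response of the positive control SU9516; nearly all actives have a fitted effect of over 60% in size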
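alpha7betagal+/- myoblasts (passage 13, 250/well) treated 48 h at 37C with compounds at 1:260 dilution of DMSO stock. Lysed, then beta-galactosidase activity read as FDG fluorescence (ex 480/em 540) after 30 min, with pre-read for autofluorescence.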
Starred values were filed as active, the others as inactive; ? = inconclusive; · = not tested or not shown; & = joins results of further samples; [ ] = remark or other dose. Unless noted, calls follow the shape of the dose curve; as a rule, active = well fitted curve in the direction sought with a large enough effect; inconclusive = small, poorly fitted or top-dose-only effect, or another doubt; inactive = no such curve, though single readings can be large; an effect the other way counts as inactive or inconclusive. Some of the compounds tested, so the mix of outcomes need not match the whole.

SMILES	PKM2 activator	S-ASM inh	Coupling enz	Tb PFK inh	PTAP TSG101 blk	Giardia kill	BCR signal inh	B2AR arrestin	GALK inh	Menin-MLL TR inh	Integrin act MD
COc1cccc(-n2nc(C#N)c(Cl)cc2=O)c1	4%	-1%	2	-6%	1%	-19	?	-0.2%	-11%	?	-67%[inhibitor]
COc1ccc(C(=O)C(C)OC(=O)c2sc(C)nc2C)cc1 (centres undefined)	·	-1%	·	7%	-2%	-1	3%	0.1%	·	·	4%
CNC(=O)c1ccccc1NC(=O)c1ccco1	1%	3%	0	-3%	0%	15	5%	-0.2%	0%	-5%	19%
Cc1ccc(-n2nnnc2SC(C)C(=O)Nc2ccccc2-c2ccccc2)cc1 (centres undefined)	-1%	-2%	0	0%	-8%	-1	-5%	0.0%	2%	-9%	0%
Cc1ccc(/C=C/C(=O)O)cc1S(=O)(=O)N1CCc2ccccc2C1	7%	3%	4	-1%	-2%	12	12%	-0.8%	-2%	11%	-25%
CS(=O)(=O)c1ccc2nc(NC(=O)c3ccco3)sc2c1	-29%	-5%	4	0%	0%	-15	?	-0.2%	-1%	-7%	29%
CCNC(=O)C/C(C)=N/NC(=O)C(=O)Nc1ccc(CC)cc1	2%	-1%	0	1%	0%	24	-19%	0.2%	0%	-13%	1%
CCN(CC)S(=O)(=O)c1ccc2oc(C(=O)NCc3ccc(F)cc3)c(C)c2c1	5%	-6%	-4	8%	-9%	-4	0%	0.1%	0%	6%	29%
CCOC(=O)c1sc(NC(=O)C(CC)Sc2nccn2C)nc1C (centres undefined)	-1%	-1%	4	-1%	-4%	-10	0%	4.6%	7%	0%	5%
O=C(NCCC1=CCCCC1)c1ccc2c(=O)n3c(nc2c1)CCCCC3	-1%	-1%	4	3%	-6%	-6	?	0.3%	1%	1%[11.7 µM]	-35%
CCCc1nc(SCC(=O)N2c3ccccc3CC2C)c2c(C)c(C)sc2n1 (centres undefined)	-1%	-12%	3	1%	-5%	-6	1%	-0.9%	1%	-12%	-5%
CN1CCN(c2nnc(-c3ccc(F)cc3)c3ccccc23)CC1	-4%	0%	-1	2%	-1%	8	7%	-0.2%	0%	-16%	-34%
CCCSc1nsc(NC(=O)CC)n1	-12%	-1%	8	0%	6%	-15	15%	0.2%	12%	8%	29%
N#CCN1CCN(CC(=O)c2ccc(Br)cc2)CC1	-2%	1%	5	0%	2%	6	2%	-0.6%	0%	·	?
CCOc1cc(C)ccc1OCc1nnc(SCC(=O)c2cccc([N+](=O)[O-])c2)n1C	-3%	-3%	-6	2%	-1%	-3	-4%	0.0%	·	?	-23%
Cc1ccccc1NC(=O)Nc1nnc(Cc2ccc([N+](=O)[O-])cc2)s1	0%	-1%	5	-3%	21%	11	-3%	-1.5%	1%	?	4%
Cc1cc(=O)[nH]c(SCC(=O)NCCOc2ccccc2)n1	-2%	4%	2	-3%	0%	-2	-3%	-0.3%	10%	1%	14%
Cc1ccccc1C1CC(=O)Oc2cc(O)ccc21 (centres undefined)	·	5%	-3	-2%	?	18	7%	0.3%	·	?	25%
O=C(O)c1sccc1OCc1ccccc1	-2%	-1%	6	0%	0%	2	1%	-0.2%	-1%	-2%	15%
COc1ccc(S(=O)(=O)N(C)CC(=O)N2CCCCC2)cc1Cl	3%	1%	-1	0%	-5%	-6	?	-0.5%	3%	6%	-7%
CCCCc1ccc(NC(=O)CSc2nnc(CNC(=O)c3ccco3)o2)cc1	·	-2%	-1	6%	-3%	-5	-3%	-0.2%	-4%	0%	0%
COC(=O)Cc1cccc2c(=O)c3ccccc3oc12	-6%	-1%	7	-1%	2%	4	?	-0.4%	6%	·	-1%
COc1ccc(S(=O)(=O)N2CCC(C(=O)NCCCn3ccnc3)CC2)cc1C	0%	3%	-2	4%	-1%	17	1%	0.0%	-2%	1%	43%
CCOC(=O)C1=C(C)n2c(s/c(=C/c3cccc([N+](=O)[O-])c3)c2=O)=NC1c1ccc(O)c(OC)c1 (centres undefined)	2%	?	1	0%	-1%	-7	-10%	0.3%	1%	·	-8%
O=C(CSc1nnc(Cn2nnc3ccccc32)o1)N(Cc1ccc(Cl)cc1)c1ccccc1	-3%	-10%	0	0%	0%	-14	?	0.1%	1%	7%	-37%[inhibitor]
CCc1nnc(NC(=O)CCNC(=O)c2ccccc2Cl)s1	0%	2%	0	-3%	-9%	11	-4%	-0.3%	6%	-15%	-175%[inhibitor]
Cc1cnc(C(=O)OCC(=O)Nc2ccccc2-c2ccccc2)cn1	·	0%	·	-3%	-1%	-14	-19%	-0.6%	·	·	-4%
CCN(CC)CCn1c2c(c(SCC(=O)Nc3ccc4c(c3)OCO4)nc1=O)CCC2	·	0%	·	0%	0%	3	-2%	0.3%	·	·	-4%
O=C(NCc1cccc(Cl)c1)c1cccc(S(=O)(=O)N2CCCC2)c1	·	-1%	·	-25%	0%	?	-4%	0.4%	·	·	?
COCCCNC(=S)NNC(=O)c1cc(-c2ccncc2)nc2ccccc12	-4%	3%	3	0%	-4%	18	-2%	0.3%	0%	0%	-13%
O=C(OCCN=C1NS(=O)(=O)c2ccccc21)c1ccncc1	0%	0%	4	-4%	-3%	9	?	0.1%	1%	1%	24%
Cc1c(NC(=S)NC(=O)c2ccc(COc3ccccc3)cc2)cccc1C(=O)O	-3%	-9%	12	1%	-4%	17	2%	-0.7%	-3%	?	-22%
COc1ccc(CNCC(O)(c2ccccc2)c2ccc(F)cc2)cc1OC (centres undefined)	·	0%	0	-1%	1%	8	?	-0.3%	2%	?	-27%
Cc1ccc(NC(=O)c2cccc3ccccc23)cc1	-6%[11.5 µM]	-6%	-2	0%	-2%	8	-10%	-0.1%	-3%	-22%	4%
CC1(c2ccc([N+](=O)[O-])cc2)NC(=O)N(CC(=O)c2ccc3c(c2)OCO3)C1=O (centres undefined)	·	-4%	·	6%	-5%	12	1%	0.1%	·	·	-8%
Cc1cc(N2C(=O)C(O)=C(C(=O)c3ccco3)C2c2cccc(O)c2)no1 (centres undefined)	-2%[0.46 µM]	-3%	2	-5%	-6%	31[activator]	0%	-0.1%	7%	21%	17%
Nc1c(-c2ccccc2)c(CN2CCOCC2)nn1-c1ccccc1	1%	5%	2	-3%	-2%	-7	1%	-0.4%	0%	-5%	-6%
NCC(O)(c1ccc(Cl)cc1)c1ccc(Cl)cc1	1%	3%	-3	-2%	0%	-18	?	0.0%	-2%	-17%	-54%[inhibitor]
CCOc1ccc(Br)cc1S(=O)(=O)Nc1cccc(S(=O)(=O)Nc2ccccc2C(=O)O)c1	·	-5%	·	12%	-9%	-15	5%	0.0%	·	·	-7%
CC(O)[C@H]1CNC(=O)C(=O)N1CC1(c2ccccc2)CC1 (some centres undefined)	-10%	3%	9	4%	-1%	-21	6%	-0.6%	0%	·	-2%
COc1ccc(C#Cc2ccc3c(=O)c4ccccc4n(C)c3c2)cc1	-5%	·	-3	3%	2%	-9	15%	-0.7%	·	15%	2%
CN1CCN(c2nc(-c3cccnc3)nc3ccccc23)CC1	-11%	197%[activator]	2&-2	2%	-7%	-11	-7%	-0.1%	4%	-6%&-4%	-27%
COc1cc(C(=O)NCCCNc2ccc([N+](=O)[O-])cc2)cc(OC)c1OC	?	-3%	5	-13%	-2%	12	-3%	-0.7%	2%	-2%	-15%
CC(=O)c1c(C(C)=O)c(C)n(NC(=O)c2ccncc2)c1C	-2%	3%	3	-2%	-3%	5	15%	-0.2%	-5%	·	0%
COC(=O)[C@]1(C)N[C@H](CN(C)C(=O)c2ccc(C)cc2)[C@@H]2C(=O)N(Cc3ccccc3)C(=O)[C@@H]21	·	6%	·	0%	0%	-15	0%	-0.8%	·	·	16%
CC(C)(O)[C@H](O)COc1c2occc2cc2ccc(=O)oc12	-4%	-1%	-4	0%	0%	-9	0%	-0.8%	·	-2%	32%
CN(C)CC(C)(C)CNS(=O)(=O)c1cccc2nsnc12	9%	5%	3	0%	-3%	3	?	-2.2%	·	-9%	14%
O=C(Cc1ccccc1)NC1CCN(S(=O)(=O)c2ccc(C(=O)O)cc2)CC1	0%	5%	2	-8%	-2%	-4	3%	-0.2%	0%	3%	-28%
O=C1N(c2ccccc2)C(=Nc2ccccc2)SC12CC2	-2%	-4%	5	0%	-1%	10	-15%	-0.6%	3%	·	-12%
